Bioassay records (PubChem)
NRP1-CendR mod – alters CendR peptide binding to human NRP-1; O14786; FAM-RPARPAR peptide binding to NRP-1, fluorescence polarization; inhibition, % at 25 µM; 360,000 tested, 0.85% active;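 active = inhibition or corrected inhibition above about 18%, plus a signal ratio from 0.5 to 1.5, limit read from the data, passing the limit was not always enough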; note: strong numbers were not always called active
Neddylation inh – cullin neddylation inhibition; P61081+Q13564; TR-FRET cullin neddylation, biochemical; calls only at 25 µM; 360,000 tested, 0.58% active; AID 651699; in the data active = inhibition above about 36%
MT1-MMP act inh – MT1-MMP (human) activation inhibition; P50281; HT1080 RFP-PRO-GFP cells, GFP/RFP ratio fluorescence, overnight; percent of plate control window, DMSO zero; GFP/RFP ratio change, % at 20 µM; 360,000 tested, 0.061% active;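 active = GFP/RFP ratio change of at least 30% with cell ATP level not reduced by more than half and red fluorescence within 50% of control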; note: strong numbers were not always called active
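Material: RFP-PRO-GFP reporter HT1080 cells. Dosing: single-point 20 µM compound, 1% DMSO. Controls: DMSO and RFP-L50D-GFP cell wells. Timing: cells overnight before dosing, compound overnight, 37 °C, 5% CO2. Measure: GFP/RFP fluorescence ratio.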
Rin1 Abl inh – blocks binding of human Rin1 to Abl; TR-FRET Rin1/Abl binding, biochemical; inhibition, % at 7.35 µM; 360,000 tested, 0.4% active; AID 588664; in the data active = inhibition above about 5%, passing the limit was not always enough
MsrA act – activators of bovine methionine sulfoxide reductase A. 360,000 tested, 0.3% active. activation, % at 10.6 µM. purified bovine MsrA, absorbance read-out; in the data active = activation above about 7.5%;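 note: 0% = vehicle and 100% = reference activator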
SKN-1 inh – C. elegans SKN-1 inhibition | C. elegans VP596 Pgst-4::GFP/RFP ratio, acrylamide-induced, 24 h | inhibition, % at 21.8 µM | 360,000 tested, 0.49% active | AID 624304;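 active = interference check ratio from 0.5 to 1.5 plus GFP to RFP signal ratio inhibition reaching or exceeding a fixed threshold, cut at about 30% in these data, passing the limit was not always enough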; note: some compounds called inactive have numbers as strong as hits
E coli Lon inh – inhibits E. coli Lon protease; purified E. coli Lon protease, fluorescence polarization; P0A9M0; 360,000 tested, 0.42% active; inhibition, % at 7.94 µM; in the data active = inhibition above about 13%, passing the limit was not always enough;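 note: 0% = enzyme with probe and DMSO and 100% = no enzyme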
FAS-TE inh – inhibitors of human fatty acid synthase thioesterase domain | P49327 | recombinant FAS-TE, OMFH fluorogenic substrate, fluorescence endpoint | inhibition, % at 15 µM | 360,000 tested, 0.67% active | AID 602261;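 active = compounds whose normalised, plate-corrected inhibition of enzyme fluorescence in the single-dose primary screen is 50% or more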;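 note: 0% = DMSO with enzyme and 100% = substrate without enzyme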
MLLE-PAM2 inh – inhibitors of microRNA-mediated deadenylation, human PABP1 MLLE binding; inhibition, % at 20 µM; 360,000 tested, 0.36% active; GST-MLLE / FITC-PAM2 fluorescence polarization; P11940; in the data active = inhibition above about 35%, passing the limit was not always enough;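 note: plate controls were DMSO wells with GST-MLLE for no effect and wells lacking GST-MLLE protein for full effect; some results filed as inactive read as strong as hits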
Target sequence (P11940 whole entry, looked up): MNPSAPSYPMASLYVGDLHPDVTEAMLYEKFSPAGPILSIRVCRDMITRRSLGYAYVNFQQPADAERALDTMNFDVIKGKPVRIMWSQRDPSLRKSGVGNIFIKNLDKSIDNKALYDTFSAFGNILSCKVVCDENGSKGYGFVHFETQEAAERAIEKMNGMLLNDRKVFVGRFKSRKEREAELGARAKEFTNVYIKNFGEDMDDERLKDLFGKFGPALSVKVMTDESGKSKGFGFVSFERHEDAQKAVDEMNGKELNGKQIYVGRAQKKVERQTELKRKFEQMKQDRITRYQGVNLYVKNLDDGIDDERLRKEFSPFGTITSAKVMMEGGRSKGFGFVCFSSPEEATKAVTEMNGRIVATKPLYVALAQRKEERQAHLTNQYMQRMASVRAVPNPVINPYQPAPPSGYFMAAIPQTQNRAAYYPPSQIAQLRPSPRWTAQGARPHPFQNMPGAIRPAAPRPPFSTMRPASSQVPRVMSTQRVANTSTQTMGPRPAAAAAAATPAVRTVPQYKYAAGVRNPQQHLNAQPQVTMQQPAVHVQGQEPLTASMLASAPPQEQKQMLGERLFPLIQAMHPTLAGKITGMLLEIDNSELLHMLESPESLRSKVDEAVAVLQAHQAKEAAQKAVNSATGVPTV
* marks the source's active call; other numbers are inactive results; i = inactive; / = not tested or not shown; + = active, no number.

compound	NRP1-CendR mod	Neddylation inh	MT1-MMP act inh	Rin1 Abl inh	MsrA act	SKN-1 inh	E coli Lon inh	FAS-TE inh	MLLE-PAM2 inh
Cn1nc(-c2ccccc2)c2nc3ccccc3nc21	129	/	-82	-1	0	-89	-5	-188	104
COc1ccc(NC(=O)c2cccc(Cl)c2)c[n+]1[O-]	-7	i	-1	0	0	14	4	-5	8
C=CCOn1c(=O)c(=O)n(OCc2ccccc2)c2ccccc21	13	i	-2	-2	-4	3	-3	-6	-3
C=CCOC(=O)COc1ccc2c(C)c(CC)c(=O)oc2c1	7	/	6	-2	-3	17	-2	70*	-9
COC(=O)c1cccc(COC(=O)CNC(=O)c2ccco2)c1	-10	i	2	0	0	18	-2	-11	2
Cc1cccc(Nc2ccccc2C(=O)NCc2ccco2)c1C	-9	i	-2	0	0	9	4	27	1
CC(C)Nc1nc2ccccc2c(=O)[nH]1	1	i	3	-2	0	-3	2	-5	-1
CCn1c(Cc2ccc(OC)cc2)nnc1SCc1nc2ccccc2c(=O)[nH]1	-8	i	-3	4	-4	4	0	-2	-14

Arranged by the number under MLLE-PAM2 inh (smallest number first): some entries from above
SMILES | MLLE-PAM2 inh
COC(=O)c1cccc(COC(=O)CNC(=O)c2ccco2)c1 | 2
COc1ccc(NC(=O)c2cccc(Cl)c2)c[n+]1[O-] | 8
Cn1nc(-c2ccccc2)c2nc3ccccc3nc21 | 104

Other entries
compound	NRP1-CendR mod	Neddylation inh	MT1-MMP act inh	Rin1 Abl inh	MsrA act	SKN-1 inh	E coli Lon inh	FAS-TE inh	MLLE-PAM2 inh
CCCCN1CC(=O)N2[C@H](c3ccc(OC)cc3)[C@@H]3C(=O)N(CC)C(=O)[C@@H]3[C@]2(C)C1=O	13	i	0	2	2	-18	-1	-10	-9
CCCN1CCN(CCCNC(=O)c2cc3c(=O)[nH]c4ccc(C)cc4c3s2)CC1	-3	/	4	-7	-2	11	-10	-4	-2
N#Cc1cccc(C(=O)C(=O)N2CCN(c3ccccc3)CC2)c1	14	i	1	/	/	-5	/	/	/
Cc1cccc(OCC(=O)Nc2ccc3c(c2)nc(CCN2CCN(c4ccccn4)CC2)n3C)c1	11	i	0	6	-3	9	-1	-2	-11
COC(=O)c1c(C)[nH]c(C)c1-c1ccccc1Cl	-17	i	0	-1	-3	-2	-4	-5	-17
CCOc1ccc(S(=O)(=O)NCCc2ccccn2)cc1	12	i	0	0	-2	-11	-5	-5	11
Cc1c(C(=O)O)cccc1N1C(=O)Nc2ccccc2N1O	3	i	5	1	7	8	-5	-12	-11
O=C(CSc1nc2ccccc2o1)N1c2ccccc2Sc2ccccc21	1	i	-1	-3	-4	21	-1	31	5

Next compounds follow:
compound	NRP1-CendR mod	Neddylation inh	MT1-MMP act inh	Rin1 Abl inh	MsrA act	SKN-1 inh	E coli Lon inh	FAS-TE inh	MLLE-PAM2 inh
CCOC(=O)c1nc(S(C)(=O)=O)ncc1Cl	-4	i	-11	0	-3	8	-4	14	18
Cc1ccc(C)c(OCC(=O)NC2CCCCCC2)c1	5	i	-1	1	-5	-10	3	6	-9
O=C(NCCc1ccccc1)/C(=C/c1ccco1)c1ccccc1	-29	i	-4	-2	-2	7	-1	4	-13
COC(=O)C[C@@H]1C=C[C@H](NC(=O)Nc2ccc(F)cc2)[C@@H](CO)O1	2	i	2	/	/	-8	/	/	/
C=CSc1sc(Cl)c(N(CC)CC)c1[N+](=O)[O-]	7	i	2	4	-4	-5	4	4	24
O=C(O)c1cc(NCc2ccccc2C(F)(F)F)ccc1N1CCOCC1	10	i	2	-2	-1	6	8	-6	0
Cc1cc(=O)n(Nc2ccccc2)c(O)c1C#N	-10	i	-7	-5	-1	10	-27	-7	3
COc1cc(C(=O)NCCc2c[nH]c3ccccc23)ccc1OCc1c(C)noc1C	0	i	10	1	-1	4	-1	8	-11

(further entries)
compound	NRP1-CendR mod	Neddylation inh	MT1-MMP act inh	Rin1 Abl inh	MsrA act	SKN-1 inh	E coli Lon inh	FAS-TE inh	MLLE-PAM2 inh
COC(=O)CCc1c(C)nn(-c2ccccc2)c1C	-14	i	1	-3	0	6	-2	-4	9
Cc1cccc(OCCCC(=O)Nc2nccs2)c1C	-8	i	2	-3	-5	-4	-1	-1	1
CCOC(=O)N1CCN(C(=O)CNC(=O)c2ccc(Cl)cc2Cl)CC1	-1	i	0	3	-1	1	4	-9	0
O=C(CCNC(=O)c1ccc([N+](=O)[O-])cc1)NC1CCCCCC1	-10	i	0	2	-2	5	-9	63*	12
Cc1ccccc1-c1nnc(NC(=O)CSc2nc3ccccc3s2)s1	1	i	2	-6	-4	2	-9	-6	22
Cn1ccnc1SCC(=O)Nc1ccc2ccccc2c1	6	i	8	2	-3	8	-7	-6	-82
Nc1ccc2c3c(cccc13)C(=O)N(c1ccccc1)C2=O	123	i	-122	-96	-2	-18	+	-166	i
COc1ccc([C@H]2CC(=O)C=C(c3ccnc4ccc(Cl)cc34)C2)cc1	4	i	20	4	-3	3	1	31	0

(list continues)
compound	NRP1-CendR mod	Neddylation inh	MT1-MMP act inh	Rin1 Abl inh	MsrA act	SKN-1 inh	E coli Lon inh	FAS-TE inh	MLLE-PAM2 inh
CCNC(=O)n1nccc1C(C)Oc1ccccc1 (centres undefined)	-2	i	-2	-1	-4	-15	-10	-5	-7
CCc1ccc(NC(=S)N(Cc2cccc(Br)c2)CC2CCC(C(=O)O)CC2)cc1 (centres undefined)	-12	i	-7	1	-2	4	-1	11	-76
Cn1c(=O)c2c(nc(C3CC4C5CCC(C5)C4C3)n2C)n(C)c1=O (centres undefined)	6	i	-7	1	-2	2	-8	1	-4
CCCCn1c(SCC(=O)N2CCc3ccccc32)nnc1-c1ccncc1	5	i	0	-6	-1	-7	4	6	3
Cc1cc(C(=O)CSc2n[nH]c(-c3ccccc3F)n2)c(C)n1Cc1cccs1	-3	i	-2	4	-4	-4	-10	7	-5
COc1ccc(CN2CCC(Cc3ccccc3)CC2)cc1OC	-1	i	-1	2	0	8	-7	-7	-9
CC(C)[C@@H](C(=O)NCC1CCCO1)N1C(=O)N2CCc3c([nH]c4ccccc34)[C@@]2(C)C1=O (some centres undefined)	-13	i	0	-1	-2	7	-3	1	7
COc1ccc(Cl)cc1C(=O)NNC(=O)CSc1nnnn1C	8	i	-2	1	-1	5	-1	-6	-16

More results follow.
compound	NRP1-CendR mod	Neddylation inh	MT1-MMP act inh	Rin1 Abl inh	MsrA act	SKN-1 inh	E coli Lon inh	FAS-TE inh	MLLE-PAM2 inh
O=C(N/C(=C\c1ccccc1)C(=O)N1CCOCC1)c1ccccc1Cl	-8	i	1	-1	-2	6	-13	-2	5
CCCCc1n[nH]c(=S)n1Cc1ccccc1	0	i	0	-1	-6	-8	3	-9	-5
CCOc1ccccc1NC(=O)C1CCN(S(=O)(=O)c2ccc(OC)c(OC)c2)CC1	-14	i	-2	0	0	18	10	6	11
COc1ccc(C(C)=O)cc1COC(=O)c1cccnc1Cl	-3	i	2	1	-2	-3	8	-2	-2
O=C(CN1CCCc2ccccc21)NC(=O)NC1CCCCC1	-36	i	-12	-5	0	15	-6	6	-15
COc1ccc(N2CCN(CC(=O)N3c4ccccc4CC3C)CC2)cc1 (centres undefined)	6	i	0	1	-2	9	18*	-4	2
Cc1cccc(NC(=O)c2sc3ncn(CC(=O)N4CCN(c5ccccn5)CC4)c(=O)c3c2C)c1	17	i	4	0	-1	4	2	9	-18
Nc1nc(SCC(=O)N2CCc3ccccc32)[nH]c(=O)c1-c1ccccc1	1	i	6	-1	-4	3	-9	-6	-8

(continued)
compound	NRP1-CendR mod	Neddylation inh	MT1-MMP act inh	Rin1 Abl inh	MsrA act	SKN-1 inh	E coli Lon inh	FAS-TE inh	MLLE-PAM2 inh
Cc1cccc(NC(=O)CSc2nc3ccccc3nc2N2CCCC2)c1	-4	i	10	-3	-6	-6	-2	20	30
O=[N+]([O-])c1cc([N+](=O)[O-])c2nonc2c1Nc1ccc(O)cc1	-27	i	8	0	0	-17	22	-4	15
COc1ccc(CN2CCC(Oc3ccc(C(=O)NCc4ccccn4)cc3)CC2)c(F)c1	-2	i	2	2	-6	-7	-5	-4	-1
CC(C)[C@H](N)c1nnc(SC/C=C/c2ccccc2)o1	11	i	-4	-3	-8	-1	-7	-4	-100
C=CC1C(N2CCOCC2)C(C)(C)S1(=O)=O (centres undefined)	8	i	0	2	-7	5	-3	-1	-8
COc1cc2c(cc1OC)C(C(=O)N1CCN(c3ccccn3)CC1)C(c1cccs1)N(C)C2=O (centres undefined)	-7	i	3	4	-8	12	-4	-10	1
COc1ccc(NC(=O)CNc2cc(C)ccc2C)cc1S(=O)(=O)N1CCOCC1	6	i	5	1	-2	-28	-22	3	4
Cc1ccc(C(=O)NN(CCC#N)C2=NS(=O)(=O)c3ccccc32)cc1	5	i	0	0	-2	9	3	-1	-2

The list goes on.
compound	NRP1-CendR mod	Neddylation inh	MT1-MMP act inh	Rin1 Abl inh	MsrA act	SKN-1 inh	E coli Lon inh	FAS-TE inh	MLLE-PAM2 inh
Cc1cc(S(=O)(=O)NCC2CC2)c(Cl)cc1Cl	-2	i	1	2	-5	-20	9	2	-9
CC(=O)NC1(c2ccccc2)CCN(CC(=O)N2CCC(C)CC2)CC1	-3	i	1	0	-10	-10	-1	-12	8
Cc1ccc(S(=O)(=O)N2CCC(=O)N(C(COC(=O)Nc3ccccc3)Cc3ccccc3)CC2)cc1 (centres undefined)	-12	i	-5	-1	-3	19	6	20	-16
CN(C)C(=O)c1cc(C(=O)c2ccc(F)cc2C(F)(F)F)c[nH]1	5	i	6	1	-5	-14	-11	-3	9
Cn1cc(-c2nnnn2-c2ccc(Cl)cc2)c(=O)c2ccccc21	0	i	0	-1	-3	-15	-3	-4	-1
CCOc1ccc(C(=O)Nc2cc(=O)n(C)c(=O)n2C)cc1	-10	i	5	-3	-1	-4	-5	0	6
Cc1cc(C)nc(Nc2nc(C)c3cc4c(cc3n2)OCO4)n1	7	i	-3	0	-8	2	-2	-7	-1
N#Cc1nc(COc2ccc(F)cc2)oc1N1CCCC1	-6	i	-6	1	-1	20	10	23	2

Further records:
compound	NRP1-CendR mod	Neddylation inh	MT1-MMP act inh	Rin1 Abl inh	MsrA act	SKN-1 inh	E coli Lon inh	FAS-TE inh	MLLE-PAM2 inh
COC(=O)c1cn(NC(=O)c2ccc(OC)c(OC)c2)c(=O)c2ccccc12	-3	i	6	-1	-1	-5	3	-2	8
Cc1nc2sccn2c(=O)c1S(=O)(=O)NCC1CCN(Cc2ccccc2Cl)CC1	2	i	0	3	-7	-2	2	-3	0
CC1CC(=O)N(C)c2ccc([N+](=O)[O-])cc2N1 (centres undefined)	8	i	-6	-4	-4	-5	5	-14	15
CC(C)(C)CC(=O)Nc1nnc(SCC(=O)NC2CCCC2)s1	2	i	2	1	1	12	5	-5	8
Nc1nc(Nc2ccccc2F)nc(NCc2ccccc2)c1[N+](=O)[O-]	-36	i	-1	-2	-6	-2	-5	21	0
CCCCNC(=O)COC(=O)c1ccccc1F	-27	i	-2	1	0	4	3	-4	6
